# MITF inh – MITF inhibitors, primary screen, biochemical, AlphaScreen, human; Microphthalmia-associated transcription factor (Homo sapiens), O75030; AlphaScreen MITF homodimerization, bead proximity signal; inhibition, % at 2.6 µM; 650,000 tested, 0.91% active; AID 1259374, 2018; in the data active = inhibition above about 50%;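 note: 0% = vehicle wells with protein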
# TEAD-YAP block – TEAD-YAP interaction inhibition, primary screen, TEAD-YAP interaction inhibitor project, luminescence, HEK-TIYL cells. 640,000 tested, 1.4% active. TEAD-Gal4/YAP UAS-luciferase luminescence. inhibition, % at 9.12 µM; in the data active = inhibition above about 32%;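 note: 0% = median of test compound wells and 100% = reference inhibitor wells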
# GPR151 activ – activators of human GPR151, primary screen, cell-based, PathHunter beta-arrestin, luminescence. AID 1508602, 2020. PathHunter beta-arrestin GPR151 cells. activation, % at 11.2 µM. 650,000 tested, 1% active; in the data active = activation above about 4.9%;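 note: 0% = median of compound wells and 100% = cells with positive control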
# FBW7 activator – FBW7 E3 ligase activators, primary screen, biochemical, AlphaScreen, human; AlphaScreen FBW7–phospho-cyclin E peptide binding, activator screen; F-box/WD repeat-containing protein 7 (Homo sapiens), Q969H0; 650,000 tested, 0.13% active; normalized activity (activation), % at 26.1 µM; in the data active = normalized activity above about 1.9%;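 note: purified mutant Fbw7 with reduced substrate affinity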
# Target sequence (Q969H0 whole entry, looked up): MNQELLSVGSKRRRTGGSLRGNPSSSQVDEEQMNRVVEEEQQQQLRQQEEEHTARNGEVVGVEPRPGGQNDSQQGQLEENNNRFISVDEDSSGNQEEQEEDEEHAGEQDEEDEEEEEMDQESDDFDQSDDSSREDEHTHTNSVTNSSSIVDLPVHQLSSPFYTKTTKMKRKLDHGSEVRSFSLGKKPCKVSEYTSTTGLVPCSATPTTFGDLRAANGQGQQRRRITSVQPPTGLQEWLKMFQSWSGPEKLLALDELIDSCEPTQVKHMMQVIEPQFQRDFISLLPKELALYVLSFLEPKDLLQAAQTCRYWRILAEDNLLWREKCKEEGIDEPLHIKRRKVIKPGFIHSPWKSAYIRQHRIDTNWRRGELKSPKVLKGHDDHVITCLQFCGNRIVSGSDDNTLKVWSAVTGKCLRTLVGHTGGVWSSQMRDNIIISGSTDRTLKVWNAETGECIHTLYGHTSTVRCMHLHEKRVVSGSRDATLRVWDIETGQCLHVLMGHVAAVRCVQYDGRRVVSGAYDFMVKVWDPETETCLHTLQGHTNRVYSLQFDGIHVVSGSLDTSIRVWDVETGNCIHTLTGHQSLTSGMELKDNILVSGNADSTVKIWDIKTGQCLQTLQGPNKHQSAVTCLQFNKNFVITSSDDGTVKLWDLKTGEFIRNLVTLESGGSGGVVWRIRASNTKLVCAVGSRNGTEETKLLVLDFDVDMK
# Starred values were filed as active, the others as inactive; & = joins results of further samples.
SMILES,MITF inh,TEAD-YAP block,GPR151 activ,FBW7 activator
CC[n+]1c(/C=C/c2ccc(N(C)C)cc2)sc2cc(NC(C)=O)ccc21,44.6,22.6,-0.1,-0.7
C=CCSC1=C(C#N)C(c2cccc([N+](=O)[O-])c2)CC(=O)N1 (configuration not stated),12.8,-3.0,0.8,0.1
CC1(C)C(=O)NCCN1C(=O)Cn1c(=O)n(Cc2cccs2)c2ncccc21,1.7,1.9,-0.4,-0.1
O=S(=O)(Nc1cccc(-c2nc3cccnc3s2)c1)c1cccc(F)c1,-16.6,2.7,-0.5,1.3
NC(=O)Cn1cnc2sc3c(c2c1=O)CCC3,65.8*,-5.9,0.0,-0.1
O=C1/C(=C\c2ccc(-c3ccc(Cl)cc3Cl)o2)SC(=Nc2ccccc2)N1c1ccccc1,13.6,8.7,1.9,-0.1
Cc1cccc(NC(=O)/C=C/c2ccc([N+](=O)[O-])s2)c1,-0.8,-33.6,0.1,-0.1
COc1cccc(C(=O)N=c2sc3cc(S(C)(=O)=O)ccc3n2C)c1,14.5,-29.0,0.1,0.1
Cc1cc(C)n(C(=O)CCNC(=O)c2ccccc2Br)n1,-1.8,-10.0,-0.6,-0.1
Nc1ncnc2nc(Sc3ccc4nsnc4c3[N+](=O)[O-])[nH]c12,4.5,-1.6,-0.7,0.0
CCN(CCC#N)c1ccc(/C=N/Nc2nc(C)cc(=O)[nH]2)c(C)c1,2.4,20.6,2.9,-0.5
CC(C)C(OC(=O)c1ccco1)C(=O)NC(C)(C)C (configuration not stated),4.3,-11.3,-0.8,-0.1

# Nothing new here: 5 of the compounds above.
SMILES,MITF inh,TEAD-YAP block,GPR151 activ,FBW7 activator
CC1(C)C(=O)NCCN1C(=O)Cn1c(=O)n(Cc2cccs2)c2ncccc21,1.7,1.9,-0.4,-0.1
O=S(=O)(Nc1cccc(-c2nc3cccnc3s2)c1)c1cccc(F)c1,-16.6,2.7,-0.5,1.3
NC(=O)Cn1cnc2sc3c(c2c1=O)CCC3,65.8*,-5.9,0.0,-0.1
O=C1/C(=C\c2ccc(-c3ccc(Cl)cc3Cl)o2)SC(=Nc2ccccc2)N1c1ccccc1,13.6,8.7,1.9,-0.1
Cc1cccc(NC(=O)/C=C/c2ccc([N+](=O)[O-])s2)c1,-0.8,-33.6,0.1,-0.1

# In the list so far, 3 contain a nitro group on carbon:
SMILES,MITF inh,TEAD-YAP block,GPR151 activ,FBW7 activator
C=CCSC1=C(C#N)C(c2cccc([N+](=O)[O-])c2)CC(=O)N1 (configuration not stated),12.8,-3.0,0.8,0.1
Cc1cccc(NC(=O)/C=C/c2ccc([N+](=O)[O-])s2)c1,-0.8,-33.6,0.1,-0.1
Nc1ncnc2nc(Sc3ccc4nsnc4c3[N+](=O)[O-])[nH]c12,4.5,-1.6,-0.7,0.0

# (further entries)
SMILES,MITF inh,TEAD-YAP block,GPR151 activ,FBW7 activator
CCC(C)c1ccc(NC(=O)CSc2nc(N)cc(=O)[nH]2)cc1 (configuration not stated),-6.5,0.5,2.0,0.2
O=c1c2oc3ccccc3c2ncn1Cc1ccccc1F,5.9,-8.2,-0.6,0.0
COC(=O)C1=CN(Cc2ccc(OC)c(OC)c2)C=C(C(=O)OC)C1c1ccc(OC)c(Br)c1,-1.0,1.6,-0.9,-0.1
COc1ccc2[nH]cc(CCNC(=O)Cc3cccs3)c2c1,11.9,2.9,1.5,0.3
O=c1c(-c2ccc(Cl)cc2)coc2c(CN3CCCCCC3)c(O)ccc12,1.2,3.4,0.6,0.0
Cc1ccc(OCC(=O)Nc2sc3c(c2C(N)=O)CCC3)cc1C,9.3,-46.5,0.4,0.1
CCCC(CCC(=O)NNC(=O)c1ccccc1Cl)C(=O)O (configuration not stated),-4.9,-6.7,-0.9,0.0
Cc1cc(NC2CCN(Cc3ccccc3)CC2)nc(Nc2ccc(-n3ccnc3)cc2)n1,16.7,-6.7,1.4,0.1
CC(=O)N/N=C(\C)c1cc(O)ccc1O,4.5,-3.7,-1.0,0.0
COc1ccccc1NC(=O)Cn1c(=O)n(Cc2ccccc2)c(=O)c2cccnc21,-0.8,8.7,5.2*,0.2
Cc1ccc(C(=O)Oc2ccccc2N2C(=O)C3C4C=CC(C5CC45)C3C2=O)cc1 (configuration not stated),-5.1,2.8,1.3,-0.2
O=C(NCc1nc(NCc2cccc(C(F)(F)F)c2)c2ccccc2n1)c1ccncc1,11.1,9.7,-1.6,0.4
Cc1cc(Cl)ccc1NC(=O)CSc1nnc(COc2ccccc2)n1N,-12.3,6.6,0.3,-0.1
Cc1c(C(=O)Nc2ccc3c(c2)OCCO3)sc2nc(-c3cccc([N+](=O)[O-])c3)cn12,-2.6,-6.0,0.2,0.4
C=CC[n+]1c(-c2ccc(C)cc2)csc1Nc1ccc(C)cc1,7.0,-2.1,0.7,0.0
COc1cccc(/C=N/NC(=O)c2cc(C(C)(C)C)[nH]n2)c1,-7.3,-12.4,1.9,-0.2
O=C(COc1cccc2cccnc12)NNC(=S)Nc1ccccc1,-13.4,-1.7,1.2,-0.1
Cc1cc(/C=C2/C(=O)N(C)c3ccccc32)c(C)[nH]1,12.1,-13.8,3.3,0.0
O=C(/C=C/c1ccc(F)cc1)Nc1ccc(-c2cn3c(n2)SCC3)cc1,5.0,10.4,0.3,0.1
CC(=O)N1CCC(C(=O)NCC2Cc3cc(-c4ccsc4)cc(Cl)c3O2)CC1 (configuration not stated),5.0,-2.6,0.9,0.0
CC(=O)c1c(C)[nH]c(C(=O)Cn2cc(C(F)(F)F)cc(Cl)c2=O)c1C,-5.7,0.6,-2.6,0.8
CC(C)c1ccc(/C=C2\N=C(c3ccccc3)OC2=O)cc1,10.0,11.1,0.5,0.0
Fc1ccc2nc3c(nc2c1)c1cc(F)ccc1n3Cc1cc(Cl)cc2c1OCOC2,3.9,-3.3,0.3,-0.1
O=C(Nc1cc(Cl)ccc1Cl)C1CCN(S(=O)(=O)c2ccc(Cl)s2)CC1,9.2,5.3,0.6,0.8
COc1cccc(C2CC(=O)N3C(=C2C#N)SCC3(O)c2ccc(F)cc2)c1 (configuration not stated),1.4,-11.2,0.5,-0.1
CCOC(=O)c1c(CN(C)C)n(C)c2cc(Br)c(OC(C)=O)cc12,11.7,2.5,0.5,0.5
COc1cc(NC(=O)c2ccccc2OC(C)=O)c(OC)cc1Cl,4.4,13.3,1.7,0.0
O=C(CSc1nc2ccsc2c(=O)n1-c1ccc(Br)cc1)Nc1ccccc1C(F)(F)F,-1.6,-0.4,1.0,-0.1
COc1ccc(-n2c(C)c(C(C)=O)c(C(C)=O)c2C)cc1,2.1,7.6,-1.4,0.1
O=C(Nc1ccccc1)c1cc(Nc2ccc(N3CCOCC3)cc2)nc2ccccc12,12.4,-4.2,0.3,0.0
COc1ccc(OC)c(N(CC(=O)Nc2cccnc2)S(C)(=O)=O)c1,4.0,6.2,0.3,0.0
CN(C)CCN(C(=O)c1cccs1)c1nc2ccccc2s1,4.2,-47.5,2.3,0.0
CC(=O)Nc1ccc(Nc2nc(Nc3nccc4ccccc34)nc3nc[nH]c23)cc1,-2.3,-2.5,-2.0,-0.3
N#CC1=C(N)OC2=C(C(=O)CC(c3ccccc3)C2)C1c1ccccc1C(F)(F)F (configuration not stated),0.3,28.0,-2.3,-0.1
O=C(Nc1nc(-c2ccccc2)c(C(=O)c2ccccc2)s1)c1cc(Cl)ccc1[N+](=O)[O-],-0.2,1.4,1.2,-0.1
COC(=O)CNC(=O)c1sc2ncn(CC(=O)Nc3ccc(C)c(Cl)c3)c(=O)c2c1C,-1.1,9.0,-1.5,0.2
Fc1cccc(Cl)c1CSc1nnc(-c2cccnc2)o1,-2.9,-69.5,-0.1,0.3
O=C(Nc1noc2ccccc12)C(F)(F)F,8.8,4.5,0.2,0.3
CCOC(=O)c1nnn(-c2nonc2N)c1C12CC3CC(CC(C3)C1)C2,12.2,5.2,4.8,-0.1
Cc1ccc(CNC(=O)CCCn2c(=S)[nH]c3ccsc3c2=O)cc1,-8.2,-1.0,-0.6,-0.4
O=C(c1ccco1)N1CCN(Cc2ccccc2Br)CC1,60.4*,-40.2,0.2,-0.4
N#CC(C#N)=C(Nc1ccccc1)c1ccccc1,-6.5,4.0,2.4,-0.1
CCCOc1ccc(-c2nn(-c3ccccc3)cc2/C=c2\sc3nc(=O)c(C)nn3c2=O)cc1C,-14.8,-3.9,0.4,-0.2
O=C(CSc1nc2ccccc2o1)c1cc2ccccc2oc1=O,-16.3,-59.0,1.5,-0.5
Cc1ccc(N2C(=O)CSC2c2cccc(Cl)c2Cl)cc1F (configuration not stated),-2.1,-15.3,-0.4,0.1
Cc1cc(C)c2oc(-c3ccc(C)c(NC(=O)CC(C)C)c3)nc2c1,2.4,-23.8,0.0,0.1
CCOC(=O)c1ccc(NS(=O)(=O)c2ccc3[nH]c(=O)c(=O)[nH]c3c2)cc1,8.7,5.6,-0.2,0.5
Cn1cc[nH]c1=S,22.8&-14.0&2.2,7.4,1.1&2.4&2.3,0.0&0.1&0.1
Cc1ccc(-c2csc(NC(=O)C(F)(F)F)n2)cc1C,-13.2,-46.3,3.0,-0.1
O=C(CN(c1cccc([N+](=O)[O-])c1)S(=O)(=O)c1ccccc1)Nc1ccc(Cl)cc1,-8.1,5.3,1.5,-0.3
O=C(Nc1ccnn1C1CCN(Cc2cccc(OCCO)c2)CC1)C1CC1,14.2,-2.0,-0.8,0.2
Cc1ccc2c(c1)CN(C(=O)Cc1ccccn1)CC(c1ccsc1)O2 (configuration not stated),7.3,3.1,-1.1,-0.2
CC1(C)CC(=O)C2=C(C1)OC(N)=C(C#N)C2C1CCN(C(=O)OCc2ccccc2)CC1 (configuration not stated),0.9,-2.1,0.6,0.0
Cc1oc(-c2ccccc2)cc1C(=O)Nc1cccc(/C=C\C(=O)O)c1,-3.4,-11.5,-1.7,-0.3
CN(C)c1nc2nonc2nc1NCC1OCCc2ccccc21 (configuration not stated),2.1,-5.9,-1.8,0.0
CN(C)c1ccc(/C=N/NC(=O)c2ccc(N)cc2)cc1,-11.0,-27.4,1.9,0.2
COc1ccc2[nH]c3c(c2c1)CCNC31CCN(C(=O)CC(C)(C)CC(=O)O)CC1,8.5,3.5,0.0,-0.4
COc1ccc(SCC(=O)Nc2nc3c(s2)CCc2ccccc2-3)cc1,4.3,1.2,-0.4,0.1
Cc1ccc(C(=O)OCC(=O)C(C)(C)C)cc1S(=O)(=O)N1CCOCC1,3.1,-11.2,-0.3,0.0
COc1cc(NS(=O)(=O)c2ccc(NC(=O)c3cccc(Cl)c3)cc2)nc(OC)n1,-5.6,-1.3,3.3,-0.1
# More structures:
SMILES,MITF inh,TEAD-YAP block,GPR151 activ,FBW7 activator
Nc1nc(SCC(=O)Nc2ccccc2OC(F)F)n[nH]1,18.5,7.2,0.7,0.4
COC(=O)C1=C(C)NC2=C(C(=O)CC(c3ccc(OC)cc3)C2)C1c1ccc(F)cc1 (configuration not stated),7.7,19.2,1.5,0.2
Cc1nnc(SCc2cccc([N+](=O)[O-])c2)[nH]c1=O,6.9,3.1,0.3,0.0
CC(C)CC(C(=O)n1nnc2ccccc21)N1C(=O)c2ccccc2C1=O (configuration not stated),-7.8,4.0,3.8,0.0
COc1ccc(-c2nc(NC3CC3)c3ncn(CCN4CCCC4=O)c3n2)cn1,1.5,1.1,-0.4,-0.1
O=C(Nc1ccc(S(=O)(=O)Nc2ccc(F)cc2)cc1)C1CC1,-2.6,14.9,0.7,-0.3
Cc1ccc(C2CC(c3cccs3)=NN2C(=O)CSc2nnc(CNC(=O)COc3ccccc3)n2-c2cccc(Cl)c2)cc1 (configuration not stated),14.4,3.6,-1.3,0.2
Cc1c(C(c2cccs2)c2c(C)n(C)n(-c3ccccc3)c2=O)c(=O)n(-c2ccccc2)n1C,0.5,1.3,2.2,-0.1
Cc1cc(C(=O)C(C)Cl)c(C)n1-c1ccccc1 (configuration not stated),0.3,-0.7,1.6,-0.2
CCCCCOc1ccc(N2C(=O)CSC2c2cc3c(cc2Br)OCO3)cc1 (configuration not stated),11.6,12.4,0.9,0.1
Cc1ccc(N2C(=O)C3C4C=CC(C5CC45)C3C2=O)cc1C (configuration not stated),-5.2,2.2,0.1,-0.1
Cc1nn(-c2ccc(S(N)(=O)=O)cc2)c(C)c1-c1cccc([N+](=O)[O-])c1,5.6,-17.3,-0.1,-0.3
CC(C)N(CCNc1nc(NC2CCC(O)CC2)nc2c1ncn2Cc1ccc(C(F)(F)F)cc1)C(C)C (configuration not stated),-10.1,6.3,-0.6,-0.1
O=C(O)c1ccccc1Oc1ccc(C(F)(F)F)cc1[N+](=O)[O-],14.3,3.6,-1.7,0.5
Cc1ncc([N+](=O)[O-])n1CCOC(=O)c1ccco1,12.1,0.0,-0.1,0.3
CCCNC(=O)CSc1nccn1Cc1ccc(OC)cc1,2.5,-8.7,0.7,0.1
CC1(C)CC(=O)c2cc(-c3ccccc3)n(CC(=O)OCC(=O)c3ccccc3)c2C1,22.2,3.8,-1.4,-0.2
O=C(O)c1ccc(NC(=O)c2ccccc2)c(NC(=O)c2ccccc2)c1,-1.9,0.1,-0.9,0.6
OC(COc1ccc(CNCCCn2cccn2)cc1)CN1CCc2ccccc2C1 (configuration not stated),-1.7,-9.8,0.6,-0.1
CC(C)OC(=O)/C(=C/c1ccc(F)cc1)NC(=O)c1ccccc1,-1.5,4.3,0.1,-0.1

# Not a hit list (roughly 3.4% active in at least one column).
